Screening data deposited in PubChem by The Scripps Research Institute Molecular Screening Center.
OXTR potentiator = potentiators of human oxytocin receptor. P30559. CHO-OTR cells, Fluo-8 calcium fluorescence, potentiator mode; 0% = oxytocin EC15, 100% = EC100. activation, % at 3 µM. actives 0.061% (n = 320,000). AID 2445;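 active = activation above that plate's cutoff, the mean activation of tested compounds plus 3 SD, cut at about 6.6% in these data, passing the limit was not always enough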;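 note: 100% uses oxytocin at 75 nM as the full agonist control; some results filed as inactive read as strong as hits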
Target sequence (P30559 whole entry, looked up): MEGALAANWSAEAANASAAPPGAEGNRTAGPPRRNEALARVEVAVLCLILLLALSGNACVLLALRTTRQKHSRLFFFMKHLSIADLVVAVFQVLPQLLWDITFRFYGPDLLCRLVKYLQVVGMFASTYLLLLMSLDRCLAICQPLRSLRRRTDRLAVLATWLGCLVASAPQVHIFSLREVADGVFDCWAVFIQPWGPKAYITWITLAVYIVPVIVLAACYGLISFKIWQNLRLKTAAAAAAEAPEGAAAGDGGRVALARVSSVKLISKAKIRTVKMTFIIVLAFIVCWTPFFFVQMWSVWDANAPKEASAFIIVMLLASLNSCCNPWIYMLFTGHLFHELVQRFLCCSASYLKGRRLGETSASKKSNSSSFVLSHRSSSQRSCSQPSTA
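assay system = CHO-OTR cells, human receptor | schedule = compound 6 min at room temperature before oxytocin, 100 s read | detection = Fluo-8 intracellular calcium fluorescence, ex 470-495, em 515-575 nm | evaluation = normalized max/min fluorescence ratio, % activation | control set = EC15 oxytocin alone as 0%, 75 nM oxytocin (EC100) as 100%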
TAAR1 agonist = agonists of human TAAR1. CHO RD-HGA16 TAAR1, Fluo-8 calcium fluorescence; vehicle wells 0%, saturating PEA agonist 100%. activation, % at 3 µM. actives 0.99% (n = 360,000). AID 624467;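 active = activation above the mean activation of all test compounds in the run plus 3 SD, cut at about 38% in these data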
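Signal – calcium-sensitive Fluo-8 signal, excitation 470-495, emission 515-575 nm · System – RD-HGA16 (CHO) cells co-expressing Gα16 and hTAAR1 · Incubation – 17-24 h seeding, 75 min 37 °C dye, 30 min RT · Compound dosing – 3 µM single concentration · Repeats – no replicates (n 1)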
V1R ag counter = counter-screen for oxytocin receptor agonists: human V1a receptor agonists. CHO-V1R cells, Fluo-8 calcium fluorescence, agonist mode; 0% DMSO, 100% 3 nM vasopressin. actives 0.25% (n = 320,000). P37288. AID 2797. activation, % at 3 µM;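 active = activation above the mean activation of all tested compounds plus 3 SD, per screening run, cut at about 20% in these data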;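 note: signal is peak over basal fluorescence ratio across a 100 second FLIPR read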
Target sequence (P37288 whole entry, looked up): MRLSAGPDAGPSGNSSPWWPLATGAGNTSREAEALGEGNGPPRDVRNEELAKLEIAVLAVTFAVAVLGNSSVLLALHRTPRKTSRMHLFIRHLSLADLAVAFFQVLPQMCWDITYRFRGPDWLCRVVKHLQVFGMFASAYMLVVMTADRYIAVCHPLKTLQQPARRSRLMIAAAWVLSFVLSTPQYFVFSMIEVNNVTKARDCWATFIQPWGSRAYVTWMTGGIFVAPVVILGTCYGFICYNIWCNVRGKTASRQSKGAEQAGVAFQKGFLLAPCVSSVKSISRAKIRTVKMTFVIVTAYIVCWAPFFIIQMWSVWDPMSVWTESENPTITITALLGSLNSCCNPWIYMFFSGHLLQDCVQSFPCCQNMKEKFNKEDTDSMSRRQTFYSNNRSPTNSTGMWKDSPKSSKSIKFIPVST
CHO-K1 Ca ag = M1 agonist counterscreen hit in parental CHO-K1 cells | Fluo-8 calcium fluorescence; scaled to maximal ATP response, vehicle zero | activation, % at 3 µM | actives 0.48% (n = 360,000) | AID 602248; in the data active = activation above about 15%;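 note: untransfected CHO-K1 host cells lacking M1 receptor as counterscreen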
TAAR1 antag = antagonists of human TAAR1; CHO RD-HGA16 TAAR1, Fluo-8 calcium fluorescence, antagonist; inhibition, % at 3 µM; actives 1.5% (n = 360,000);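 active = inhibition above a per-plate cutoff, the mean inhibition of test compounds on that plate plus 3 SD, cut at about 49% in these data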;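 note: 0% = DMSO plus EC80 beta-PEA response and 100% = DMSO alone without agonist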
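Material: CHO RD-HGA16 cells bearing hTAAR1; compound dosing: one-point dosing, 3 µM nominal final; schedule: dye loading 75 min at 37 °C, then 30 min room temperature; measured by: calcium fluorescence with Fluo-8; control set: vehicle and agonist controls; replication: n of 1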
CHO-K1 Ca antag = counter-screen for M1 antagonists: effect in parental CHO-K1 cells; ATP-induced calcium, Fluo-8 fluorescence; inhibition, % at 3 µM; actives 0.6% (n = 360,000); AID 602250;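 active = inhibition above a per-plate cutoff, the plate's mean sample inhibition plus 3 SD, cut at about 24% in these data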;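 note: 0% = DMSO plus EC80 ATP and 100% = DMSO alone without ATP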
M1 ag = activates human CHRM1 receptor; actives 0.33% (n = 360,000); CHO-K1 hM1, Fluo-8 calcium fluorescence, agonist mode; 0% DMSO, 100% acetylcholine EC100; P11229; activation, % at 3 µM;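 active = activation above the run's mean compound activation plus 3 SD, cut at about 16% in these data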;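 note: peak over basal fluorescence ratio within a 140 s kinetic read after compound addition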
CHO parental Ca = counter-screen for OX1R antagonists: effect in parental CHO cells | parental CHO-K1, ATP-induced calcium, Fluo-8 fluorescence | inhibition, % at 5.6 µM | actives 0.63% (n = 330,000);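 active = inhibition above that plate's mean sample inhibition plus 3 SD, cut at about 26% in these data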;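 note: 0% = ATP-challenged DMSO wells and 100% = DMSO wells without ATP; some compounds past the cut are filed as inactive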
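Material – parental CHO cells · Reagent – ATP stimulus · Compound – single nominal dose of 5.6 µM per compound · Detection – Fluo-8 fluorescence · Read-out basis – percent inhibition of calcium signal · Controls – ATP-challenged DMSO wells low, unchallenged DMSO wells high · Repeats – no replicates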
CHO-K1 Ca PAM = counter-screen for M1 PAMs: effect in parental CHO-K1 cells; ATP EC20, Fluo-8 calcium fluorescence; 0% at ATP EC20, 100% at ATP max; activation, % at 3 µM; actives 0.02% (n = 360,000); AID 602247;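 active = activation above the run cutoff, the mean activation of all test compounds plus 3 SD, cut at about 40% in these data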;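 note: peak over basal fluorescence ratio in a 140 s read after ATP addition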
The depositor's hits bear a star; · = not tested or not shown.

Start of the listing, in advance, 9 compounds:
no.	smiles	OXTR potentiator	TAAR1 agonist	V1R ag counter	CHO-K1 Ca ag	TAAR1 antag
1	Cn1cccc1Cc1nnc(SCC(=O)Nc2ccc3c(c2)OCCO3)n1-c1ccc(F)cc1	5	-2	-0.6	-0.6	-41
2	CSc1ccc(C(=O)C2CCCN(Cc3cccn3-c3cccnc3)C2)cc1 (centres undefined)	-21	4	2.3	8.2	2
3	CCCCOC(=O)Nc1ccc(S(=O)(=O)Nc2onc(C)c2C)cc1	-10	2	0.4	-0.7	5
4	COc1cc(CCCN[C@H](CN)Cc2ccccc2)cc(OC)c1OC	1	8	0.1	-0.1	-15
5	COc1ccccc1N1CCN(Cc2nc3ccccc3c(=O)n2CC(C)=O)CC1	-1	13	0.8	2.8	-3
6	Cc1cccc(S(=O)(=O)NC(=O)C2(C)CCN2C(=O)Cc2cc(F)ccc2F)c1 (centres undefined)	·	0	·	0.3	0
7	O=C(O)c1ccc(N/N=C/c2cc3c(cc2[N+](=O)[O-])OCO3)cc1	0	0	0.9	0.3	2
8	COc1ccccc1CC(=O)NCc1csc(-c2cccs2)n1	-1	1	0.2	0.6	-16
9	CC1C(=O)N2CCCc3cc(NS(C)(=O)=O)cc1c32 (centres undefined)	-2	6	0.9	-0.1	-25

no.	CHO-K1 Ca antag	M1 ag	CHO parental Ca	CHO-K1 Ca PAM
1	-5	-4	-11	11
2	-4	-5	-14	12
3	-14	-2	-2	-2
4	-8	-8	-14	-19
5	-13	2	-16	18
6	-7	-10	·	10
7	-16	0	-4	20
8	-6	0	-15	11
9	-20	-1	-1	-7

The listing, repeating the preview:
no.	smiles	OXTR potentiator	TAAR1 agonist	V1R ag counter	CHO-K1 Ca ag	TAAR1 antag
1	Cn1cccc1Cc1nnc(SCC(=O)Nc2ccc3c(c2)OCCO3)n1-c1ccc(F)cc1	5	-2	-0.6	-0.6	-41
2	CSc1ccc(C(=O)C2CCCN(Cc3cccn3-c3cccnc3)C2)cc1 (centres undefined)	-21	4	2.3	8.2	2
3	CCCCOC(=O)Nc1ccc(S(=O)(=O)Nc2onc(C)c2C)cc1	-10	2	0.4	-0.7	5
4	COc1cc(CCCN[C@H](CN)Cc2ccccc2)cc(OC)c1OC	1	8	0.1	-0.1	-15
5	COc1ccccc1N1CCN(Cc2nc3ccccc3c(=O)n2CC(C)=O)CC1	-1	13	0.8	2.8	-3
6	Cc1cccc(S(=O)(=O)NC(=O)C2(C)CCN2C(=O)Cc2cc(F)ccc2F)c1 (centres undefined)	·	0	·	0.3	0
7	O=C(O)c1ccc(N/N=C/c2cc3c(cc2[N+](=O)[O-])OCO3)cc1	0	0	0.9	0.3	2
8	COc1ccccc1CC(=O)NCc1csc(-c2cccs2)n1	-1	1	0.2	0.6	-16
9	CC1C(=O)N2CCCc3cc(NS(C)(=O)=O)cc1c32 (centres undefined)	-2	6	0.9	-0.1	-25
10	CCN(c1ccccc1)P(=O)(Nc1ccccc1)Nc1ccccc1	-1	0	-0.5	1.2	-27
11	COc1ccc(CNc2cc(C)nc3ccc(OC)cc23)cc1	-8	6	4.4	3.6	-10
12	CCNC(=S)N1CCC(C(O)(c2ccccc2)c2ccccc2)CC1	-8	8	0.4	1.6	-4
13	O=C(NCc1ccccc1)c1ccccc1-c1nc2ccccc2[nH]1	-9	6	-0.6	1.4	7
14	CCN(CC(=O)Nc1c(F)cccc1F)C(=O)CCOc1ccc(C)cc1	-5	2	0.0	0.8	-39
15	O=C(CCn1c2c(c3ccccc31)CCCC2)NNC(=O)c1ccccc1[N+](=O)[O-]	-4	3	-0.2	0.9	6

no.	CHO-K1 Ca antag	M1 ag	CHO parental Ca	CHO-K1 Ca PAM
1	-5	-4	-11	11
2	-4	-5	-14	12
3	-14	-2	-2	-2
4	-8	-8	-14	-19
5	-13	2	-16	18
6	-7	-10	·	10
7	-16	0	-4	20
8	-6	0	-15	11
9	-20	-1	-1	-7
10	-4	-3	-12	19
11	-19	-10	-15	19
12	-16	-15	-16	12
13	-25	-3	-14	22
14	-11	-4	-11	4
15	-4	-3	-12	4

Other entries:
no.	smiles	OXTR potentiator	TAAR1 agonist	V1R ag counter	CHO-K1 Ca ag	TAAR1 antag
16	CCOc1ccc(Br)cc1S(=O)(=O)Nc1cccc(S(=O)(=O)Nc2ccccc2C(=O)O)c1	-7	7	0.5	-0.6	-19
17	CC1CCC(C(=O)NC(C(=O)NCc2cccnc2)C(C)C)CC1 (centres undefined)	-5	3	1.0	0.3	-10
18	CCN1CCCc2cc(CN(CCN3CCOCC3)C(=S)Nc3cccc(OC)c3)ccc21	-2	0	-1.0	-0.1	-19
19	O=C(Cc1cccc2ccccc12)NNC(=O)Nc1ccc(Cl)cc1	-13	11	5.4	8.4	5
20	Fc1cccc(NC(=S)Nc2ccc(Br)cc2)c1	-10	21	11	3.4	6
21	COCCn1c(C)cc(C(=O)CSc2nc3ccccc3o2)c1C	-20	7	5.4	4.0	29
22	CCOC(=O)c1nn(-c2ccc(Br)cc2)cc1C(=O)c1cccc2ccccc12	0	4	-0.1	0.5	8
23	COC(=O)C/C(O)=C(/N=Nc1cccc(C(F)(F)F)c1)C(=O)OC	-5	4	0.6	1.1	15
24	Cc1ccnc(SCC(=O)Nc2sc3c(c2C#N)CCCC3)n1	-30	14	4.6	8.5	30
25	CN(C)C1=NC[C@H](Cc2ccccc2)N1CC1CCCCCC1	-3	2	0.0	1.3	24
26	CNC(=O)COC(=O)[C@@H](Nc1ccc(S(=O)(=O)N2CCOCC2)cc1[N+](=O)[O-])C(C)C	-1	0	2.6	2.1	-6
27	COCCSc1nnc(NC(=O)COC)s1	-3	9	1.3	0.0	0
28	C=CCn1c(COc2cccc(C)c2C)nnc1SCC(=O)N1CCN(c2ccccc2)CC1	-12	9	5.2	3.3	36
29	Cn1c(SCC(=O)C(C)(C)C)nnc1-c1ccc(F)cc1	-1	1	1.0	0.1	0
30	COC(=O)CCCC1=CC2=C(c3ccccc3)C(=O)C(C)(OC(=O)C3CCCC3)C(=O)C2=CN1C(CO)CO (centres undefined)	2	11	-0.5	-0.1	5

no.	CHO-K1 Ca antag	M1 ag	CHO parental Ca	CHO-K1 Ca PAM
16	-8	-3	-17	-4
17	-9	-5	-7	15
18	10	-6	-23	-11
19	20	-1	12	-6
20	15	5	4	-3
21	-2	0	-10	-2
22	-3	-3	-6	8
23	-4	-5	-22	21
24	19	1	69*	8
25	-9	-9	-26	8
26	-6	-7	-5	19
27	0	-4	-6	2
28	2	-9	-42	10
29	-2	-9	-5	18
30	-9	-3	-5	17

(continued)
no.	smiles	OXTR potentiator	TAAR1 agonist	V1R ag counter	CHO-K1 Ca ag	TAAR1 antag
31	Cc1c(C(=O)OCC(=O)NCCc2ccc(S(N)(=O)=O)cc2)oc2ccccc12	3	5	2.7	1.1	1
32	O=C(CC1COc2ccccc2O1)NCc1ccccc1 (centres undefined)	-6	1	-0.2	0.7	-4
33	Cc1cc(C)c(S(=O)(=O)NCc2cn3c(C)csc3n2)cc1C	-11	10	1.2	0.2	-5
34	O=C(NN1S(=O)(=O)c2ccccc2S1(=O)=O)c1ccc(Br)cc1	-6	6	3.2	0.6	7
35	CC1(C)CC(=O)C2=C(C1)N(Cc1ccccc1)C(=O)C2(NC(=O)C(C)(C)C)C(F)(F)F (centres undefined)	-10	1	0.0	0.5	8
36	Cc1ccc(NC(=O)C(C)NS(=O)(=O)c2ccc(F)cc2)cc1C (centres undefined)	-7	6	4.7	1.2	-12
37	CCOC(=O)C1=NN(C(=O)c2ccco2)C2(CC2)C1	-2	0	-1.0	-0.3	-11
38	CC1=CC(=O)C(C(C)=Nc2ccccc2[N+](=O)[O-])C(=O)O1 (centres undefined)	·	0	·	0.4	18
39	C[C@H](CO)N1C[C@H](C)[C@H](CN(C)S(=O)(=O)c2cn(C)cn2)Oc2ccc(NC(=O)Nc3ccc(C(F)(F)F)cc3)cc2CC1=O	-6	2	1.6	0.2	-2
40	COc1cc(/C=N/NC(=S)NC2CC3CC2C2C=CCC32)ccc1O (centres undefined)	-13	10	2.8	2.6	0
41	O=C(CCn1c(=O)sc2ccccc21)NC1=NCCS1	-6	12	0.8	0.6	-1
42	Cc1cc(C)c(NC(=O)CSc2nc(=O)n(CCN3CCOCC3)c3c2CCC3)c(C)c1	-3	0	-0.8	0.3	-19
43	O=C(c1ccc(S(=O)(=O)N2CCCC2)cc1)N1CCCCC1	0	3	1.1	1.4	-23
44	CC1=CC(=O)Nc2ccccc2S1	·	0	·	-0.7	-35
45	COc1ccc(CN2C=C3C(=O)C(C)(OC(=O)C4CCCC4)C(=O)C=C3C=C2c2ccsc2)cc1 (centres undefined)	-9	8	-0.2	0.1	20

no.	CHO-K1 Ca antag	M1 ag	CHO parental Ca	CHO-K1 Ca PAM
31	-15	-7	-20	3
32	-30	-2	-9	-6
33	1	-2	-18	1
34	-13	2	-9	14
35	-2	-5	-9	18
36	-4	-8	-29	16
37	-16	-3	-3	20
38	-8	-1	·	-19
39	-14	-9	-2	15
40	3	-4	-22	13
41	-1	-3	-2	-4
42	15	-6	-18	-4
43	-13	-4	3	8
44	0	2	·	0
45	-17	-5	-15	10

Next section:
no.	smiles	OXTR potentiator	TAAR1 agonist	V1R ag counter	CHO-K1 Ca ag	TAAR1 antag
46	COc1ccc(C(=O)NC(=S)N2CCC(C)CC2)cc1	4	3	-0.7	0.0	14
47	COc1ccc2c(C)cc(SCC(=O)Nc3ccc(Cl)cn3)nc2c1	-3	-2	-0.2	0.0	6
48	Cc1[nH]c2ccccc2c1CCN(Cc1cccnc1)C(=S)NC(C)(C)C	-13	2	1.9	1.4	3
49	CCc1cc(C(=O)Cc2ccccn2)c(O)cc1O	-10	1	4.2	6.1	6
50	CS(=O)(=O)c1ccc(Cl)c(NC(=O)CSc2nc3ccccc3c(=O)n2CCCN2CCOCC2)c1	-1	4	0.3	-0.1	18
51	CN(Cc1nccn1C)C(=O)c1cc(COc2cccc(C(F)(F)F)c2)on1	-8	2	6.3	9.5	8

no.	CHO-K1 Ca antag	M1 ag	CHO parental Ca	CHO-K1 Ca PAM
46	-7	-2	-8	-3
47	2	-5	-7	-1
48	-4	-8	-10	-6
49	-5	0	-6	6
50	18	-9	-14	2
51	23	-11	-1	12

2 entries from above, set out differently.
16	CCOc1ccc(Br)cc1S(=O)(=O)Nc1cccc(S(=O)(=O)Nc2ccccc2C(=O)O)c1
25	CN(C)C1=NC[C@H](Cc2ccccc2)N1CC1CCCCCC1
Compound	16	25
OXTR potentiator	-7	-3
TAAR1 agonist	7	2
V1R ag counter	0.5	0.0
CHO-K1 Ca ag	-0.6	1.3
TAAR1 antag	-19	24
CHO-K1 Ca antag	-8	-9
M1 ag	-3	-9
CHO parental Ca	-17	-26
CHO-K1 Ca PAM	-4	8
